LYP inhibition: inhibitors of LYP phosphatase, biochemical, fluorescence intensity, uHTS (AID 1779). 290,000 tested, 0.054% active. Tyrosine-protein phosphatase non-receptor type 22 (Homo sapiens). one-dose inhibition, % at 11.5 µM; IC50 in µM for titrated hits. recombinant LYP phosphatase, fluorescence intensity; higher % means a stronger effect;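 note: plate controls were vehicle with enzyme for no effect and no enzyme for full effect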
P. falciparum M1AAP: P. falciparum M1AAP inhibitors, biochemical, fluorogenic H-Leu-NHMec substrate, 1536-well (AID 1445) | recombinant M1AAP, H-Leu-NHMec fluorogenic kinetic assay; higher % means a stronger effect | 220,000 tested, 0.42% active | one-dose inhibition, % at 30 µM; IC50 in µM for titrated hits;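 active = primary inhibition above the hit cutoff, then over 50% inhibition at one or more dose response concentrations, cut at about 23% in these data, passing the limit was not always enough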;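 note: plate controls were DMSO full reaction for no effect and no enzyme background for full effect; strong numbers were not always called active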
XIAP antagonists: XIAP antagonists, biochemical, IAP family, fluorescence polarization (AID 1018). E3 ubiquitin-protein ligase XIAP (Homo sapiens). XIAP BIR domain, fluorescence polarization peptide displacement; higher % means a stronger effect. displacement, % at 20 µM; hits with a dose series show IC50 in µM. 200,000 tested, 0.007% active; in the data active = displacement above about 50%; note: a part of the inactive calls stands beside numbers as strong as those of hits
P. falciparum M17LAP: P. falciparum M17LAP inhibitors, primary screen, biochemical, fluorogenic H-Leu-NHMec substrate, 1536-well (AID 1619). Leucine aminopeptidase (Plasmodium falciparum (isolate 3D7)). recombinant M17LAP, H-Leu-NHMec fluorogenic kinetic assay; higher % means a stronger effect. one-dose inhibition, % at 30 µM; IC50 in µM for titrated hits. 220,000 tested, 0.38% active;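 active = compound inhibiting the enzyme by more than half at any dose during confirmatory dose-response retesting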;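 note: plate controls were full reaction with DMSO carrier for no effect and no enzyme background for full effect; strong numbers were not always called active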
NOD2 inhibition: NOD2 signaling inhibitors, cell-based, luminescence, uHTS, HEK293 (AID 1566); one-dose inhibition, % at 4 µM; EC50 in µM for titrated hits; 290,000 tested, 0.63% active; HEK293 NOD2/NF-kB luciferase reporter, luminescence; higher % means a stronger effect; note: many of its hits are not listed in these tables
AID2073: inhibitors of Mint1-CaV2.2 protein interaction, biochemical, HTRF (AID 2073); inhibition, % at 20 µM; hits with a dose series show IC50 in µM; 290,000 tested, 0.19% active; HTRF protein-protein interaction, Mint1-CaV2.2; higher % means a stronger effect; Voltage-dependent N-type calcium channel subunit alpha-1B (Homo sapiens); in the data active = inhibition mostly above about 51%, no sharp cut-off; note: some results filed as inactive read as strong as hits
SIAH1 antagonists: Siah-1 peptide-binding antagonists, primary screen, biochemical, fluorescence polarization, rhodamine-plectin, uHTS (AID 1817); E3 ubiquitin-protein ligase SIAH1 (Homo sapiens); Siah-1 / rhodamine-plectin peptide fluorescence polarization; higher % means a stronger effect; displacement, % at 20 µM, or IC50 in µM where a hit was titrated; 290,000 tested, 0.02% active;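 active = displacement of at least 50% at 20 µM, with a fluorescence ratio check between 0.3 and a set limit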;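 note: plate controls were Siah plus tracer with DMSO for no effect and tracer alone without Siah for full effect; strong numbers were not always called active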
Lipid droplet: inhibitors of hepatocyte lipid droplet formation, primary screen, imaging, high-throughput imaging, BODIPY stain. 240,000 tested, 0.4% active. AID 1656, 2009. inhibition, % at 6.5 µM. AML12 mouse hepatocytes, oleate lipid droplets;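 active = lipid droplet intensity inhibited by at least 50%, with more than 500 cells counted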
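material = mouse AML12 hepatocyte cell line, fixed after treatment | also added = 100 µM oleic acid challenge | doses = compound at 6.5 µM only | schedule = overnight exposure | technique = Image-based BODIPY and DAPI two-channel analysis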
CSM14.1 death rescue: rescue of cells from ER stress-induced death, primary screen, 384-well, CSM14.1, thapsigargin, ATP luminescence (AID 1222); cellular ATP content (survival), % at 20 µM, or EC50 in µM where a hit was titrated; 190,000 tested, under 10 active; CSM14.1 thapsigargin-induced death rescue, ATP luminescence; higher % means a stronger effect;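 active = EC50 below 50 µM in the dose-response confirmation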;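 note: death triggered by thapsigargin at about 15 µM added after 2 h compound pretreatment; cell ATP read after overnight thapsigargin exposure of roughly 18 to 22 hours; normalized against plate controls of thapsigargin alone and 5% DMSO vehicle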
Lipid droplet cells 6.5 µM: recorded beside Lipid droplet, whose call it bears; cell count; measured here: cell count, cytotoxicity flag;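 cells counted across two imaged fields per well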
* = called active by the depositor; / = no result given. Cut-off read from the data, not from the text of the source, unless noted: active = inhibition above about 50%; inactive = the rest. Some of the compounds tested (hit frequency here may not be typical).

SMILES	LYP inhibition	P. falciparum M1AAP	XIAP antagonists	P. falciparum M17LAP	NOD2 inhibition	AID2073	SIAH1 antagonists	Lipid droplet	Lipid droplet cells 6.5 µM	CSM14.1 death rescue
O=C1CNC(=O)/C1=C\N1CCCCC1	-2%	4%	0.5%	3%	-7%	-10%	3%	0	748	-0.2%
CCc1ccc(NC(=S)N(CCCN2CCOCC2)Cc2ccccn2)cc1	1%	-1%	-5.3%	2%	-12%	-6%	-4%	12	684	-1.7%
S=c1[nH]nc(-c2cccc(Br)c2)o1	-2%	4%	-4.3%	35%	16%	43%	2%	-2	713	/
COc1ccccc1CNC(=O)CCCNC(=O)c1ccc(Cl)cc1	-9%	/	/	/	-4%	10%	2%	-16	744	/
COc1ccc(NC(=S)/N=C(\N)Nc2nc(C)c3ccc(C)cc3n2)cc1	2%	10%	-8.5%	1%	13%	8%	-5%	/	/	-1.6%
Cc1cc(N2CCOCC2)ccc1/C=C1\NC(=O)N(CC(=O)Nc2ccc(F)cc2)C1=O	-5%	7%	-7.2%	8%	-20%	-3%	2%	-7	611	1.5%
Cc1occc1-c1nnc(SCC(=O)N2CCN(c3ccccc3)CC2)n1C	-10%	-5%	-4.5%	9%	2%	-3%	-4%	-1	838	-2.4%
CCOc1ccc(NC(=O)C(=O)NCc2ccncc2)cc1	-11%	3%	-11%	-1%	5%	-2%	-4%	-42	728	-0.8%
COC(=O)CC[C@@H](C(=O)O)N1C(=O)c2ccccc2C1=O	-2%	1%	-3.3%	0%	18%	-6%	6%	21	806	-1.0%
CC(=O)Nc1ccc(-c2csc(Nc3ccccn3)n2)cc1	0%	-5%	/	-5%	-151%	-7%	-6%	4	650	/
Cc1ccc2oc(-c3cccc(NC(=O)Cn4cnc5c(=O)n(C)c(=O)n(C)c54)c3)nc2c1	3%	4%	-10%	1%	-9%	52%	0%	10	662	0.3%
Cc1cccc(C)c1NC(=O)N1CCC(N2CCCCC2)CC1	-1%	1%	0.3%	0%	3%	16%	6%	/	/	0.8%
COc1ccc(NC(=O)OCC(C)C)cc1OC	-7%	5%	-8.3%	1%	-8%	-7%	4%	10	739	-1.9%
CCn1c(SCC(=O)Nc2ccc(OC)c(OC)c2)nnc1-c1c[nH]c2ccccc12	-4%	8%	-5.2%	-2%	8%	0%	-6%	26	640	-1.6%
CCc1ccc(NC(=S)N(CCN2CCOCC2)Cc2ccccc2F)cc1	-3%	-3%	-0.2%	-9%	11%	-9%	12%	-21	730	-0.2%
CCN(CC)S(=O)(=O)c1ccc(N/N=C(\C)c2ccc3c(c2)OCO3)c([N+](=O)[O-])c1	1%	1%	-4.6%	-5%	-2%	-4%	-3%	12	618	-2.6%
Cc1cc(=O)[nH]c2c(C)cc(S(=O)(=O)N3CCCCC3)cc12	-5%	/	/	/	4%	10%	5%	4	690	/
Cc1ccc(OC(=O)CCc2c(C)nc3ncnn3c2C)cc1	0%	6%	-0.3%	4%	10%	-2%	3%	-9	530	-3.5%
Cc1ccc(C2c3sc(=O)[nH]c3SC3C(=O)NC(=O)C32)cc1 (stereo unspecified)	-2%	10%	-8.8%	6%	-16%	-11%	0%	-3	684	6.2%
Cc1c(C(=O)OCCN2CCCCC2)oc2ccccc12	-7%	-3%	-4.8%	-4%	4%	-2%	4%	/	/	4.1%
COc1ccc(-c2cc(C(F)F)n3ncc(C(=O)NCC4CCCO4)c3n2)cc1 (stereo unspecified)	-9%	10%	2.1%	-16%	-10%	42%	12%	28	638	-2.5%
CCOC(=O)C1(Cc2ccccc2C)CCCN(C(=O)c2cc(C3CC3)[nH]n2)C1 (stereo unspecified)	-5%	-1%	1.1%	2%	2%	10%	-2%	-9	648	1.0%
COc1ccc(OC)c(C2C=C(C34CC5CC(CC(C5)C3)C4)NC(=S)N2)c1 (stereo unspecified)	5%	8%	-13%	-7%	-8%	-8%	-1%	-20	636	-0.4%
COC(=O)[C@H](CCSC)NC(=O)N1CCN(c2cccc(C(F)(F)F)c2)CC1	-3%	1%	-0.9%	-11%	0%	-15%	2%	/	/	7.3%
O=C1CCC(C(=O)N2CCSCC2)CN1CCc1ccccc1 (stereo unspecified)	-3%	/	/	/	-204%	7%	0%	4	669	/
O=S(=O)(Nc1cccc(-c2ccc(N3CCCCCC3)nn2)c1)c1ccc(F)cc1	2%	/	/	/	-56%	-1%	11%	14	749	/
COc1ccc(Cc2nc(-c3cccnc3)no2)cc1OC	6%	4%	-7.6%	8%	-12%	8%	2%	20	753	0.4%
O=C(CN1CCN(S(=O)(=O)c2ccccc2)CC1)NCCc1ccccc1	0%	/	/	/	0%	10%	4%	11	862	/
CC(C)(C)NC(=O)CSC(=Nc1cccc(F)c1)NC#N	-2%	-6%	1.6%	5%	21%	-26%	2%	/	/	5.3%
O=C(CN1C(=O)COc2ccccc21)NCCCN1CCCCC1	-3%	/	/	/	0%	7%	5%	2	660	/
O=C(N/N=C/c1ccc(OC(=O)c2cccs2)cc1)c1ccccn1	-13%	/	/	/	-46%	3%	0%	3	853	/
C=CCn1c(CCc2ccccc2)nnc1SCC(N)=O	0%	/	/	/	0%	12%	4%	-4	833	/
Cn1c(=O)c2c(nc(CN3CCCCC3)n2CCc2ccccc2)n(C)c1=O	-8%	-2%	-1.4%	-3%	4%	10%	2%	/	/	-1.1%
O=C1CSC(c2cccc([N+](=O)[O-])c2)N1C1CC2CCC1C2 (stereo unspecified)	-5%	5%	/	-7%	-4%	6%	6%	-3	710	/
Cc1cnc(NC(=O)c2ccco2)s1	-8%	10%	-3.2%	10%	-61%	-10%	-2%	/	/	-3.1%
O=C(NCC1CCCO1)C1CCN(S(=O)(=O)c2cc(Cl)ccc2Cl)CC1 (stereo unspecified)	-4%	/	/	/	-31%	11%	-2%	-5	792	/
COc1ccccc1N1CCN(C2CCN(S(=O)(=O)c3ccc(NC(C)=O)cc3)CC2)CC1	-3%	2%	-5.5%	-4%	-32%	0%	5%	9	756	-0.8%
COc1cc(C(=O)Nc2ccc(C)cn2)c([N+](=O)[O-])cc1OC	-3%	1%	-8.9%	7%	-25%	14%	1%	9	675	-0.5%
COc1ccc(CN(CCC(c2ccccc2)c2ccc(OC(C)C)cc2)C(=O)CCl)cc1OC (stereo unspecified)	-6%	10%	-0.4%	9%	/	11%	2%	35	597	-0.6%
CSc1nc(NC(C)(C)C)nc(Oc2ccc(=O)[nH]n2)n1	4%	-4%	-6.7%	-11%	-5%	2%	-4%	1	699	/

Record cards, from the list above. Order of screens: LYP inhibition, P. falciparum M1AAP, XIAP antagonists, P. falciparum M17LAP, NOD2 inhibition, AID2073, SIAH1 antagonists, Lipid droplet, Lipid droplet cells 6.5 µM, CSM14.1 death rescue
Listed for O=S(=O)(Nc1cccc(-c2ccc(N3CCCCCC3)nn2)c1)c1ccc(F)cc1 → 2%, /, /, /, -56%, -1%, 11%, 14, 749, /
Listed for O=C1CCC(C(=O)N2CCSCC2)CN1CCc1ccccc1 (stereo unspecified) → -3%, /, /, /, -204%, 7%, 0%, 4, 669, /
Listed for Cn1c(=O)c2c(nc(CN3CCCCC3)n2CCc2ccccc2)n(C)c1=O → -8%, -2%, -1.4%, -3%, 4%, 10%, 2%, /, /, -1.1%
Listed for COC(=O)[C@H](CCSC)NC(=O)N1CCN(c2cccc(C(F)(F)F)c2)CC1 → -3%, 1%, -0.9%, -11%, 0%, -15%, 2%, /, /, 7.3%

Some entries already given, limited to Lipid droplet, P. falciparum M17LAP and P. falciparum M1AAP:
Structure,Lipid droplet,P. falciparum M17LAP,P. falciparum M1AAP
COc1ccc(-c2cc(C(F)F)n3ncc(C(=O)NCC4CCCO4)c3n2)cc1 (stereo unspecified),28,-16%,10%
COc1ccccc1N1CCN(C2CCN(S(=O)(=O)c3ccc(NC(C)=O)cc3)CC2)CC1,9,-4%,2%
O=C1CSC(c2cccc([N+](=O)[O-])c2)N1C1CC2CCC1C2 (stereo unspecified),-3,-7%,5%

Next structures
SMILES	LYP inhibition	P. falciparum M1AAP	XIAP antagonists	P. falciparum M17LAP	NOD2 inhibition	AID2073	SIAH1 antagonists	Lipid droplet	Lipid droplet cells 6.5 µM	CSM14.1 death rescue
Cc1ccc(-c2c(=O)n(O)c3ccccc3[n+]2[O-])cc1	-5%	/	/	/	-2%	13%	2%	-38	826	/
CCOC(=O)N1CCC(N(CCN(C)C)C(=S)Nc2cc(C)cc(C)c2)CC1	4%	2%	-17%	-18%	12%	-4%	9%	1	591	1.5%
COc1ccc(CCNC(=O)CCNS(=O)(=O)c2cc(Br)cnc2N)cc1OC	-9%	/	/	/	24%	8%	-1%	-2	733	/
CCc1ccccc1NC(=O)CN1CCC(NC(=O)COC)CC1	-11%	6%	-1.7%	13%	6%	1%	5%	/	/	-1.4%
Cc1cccc(-c2nc(S(=O)(=O)c3ccc(F)cc3)c(NCCCN3CCOCC3)o2)c1	-6%	/	/	/	8%	7%	-1%	-36	834	/
CCOC(=O)C1=C(C)NC2=C(C(=O)c3ccccc32)C1c1ccc(O)cc1 (stereo unspecified)	2%	1%	-4.9%	10%	31%	6%	-4%	-1	673	-1.3%
CCCOC(=O)c1ccc(Oc2cn[nH]c2-c2ccc(OC)cc2O)cc1	-3%	-3%	-0.7%	9%	5%	8%	-1%	/	/	4.0%
O=C(c1ccco1)[C@@H]1[C@@H]2C(=O)N(c3ccc(F)cc3)C(=O)[C@@H]2[C@H]2C=Cc3ccccc3N21	0%	7%	-3.1%	9%	-9%	8%	2%	-12	560	-2.3%
Cc1nn(Cc2ccc(F)cc2)c(Cl)c1/C=N/NC(=O)c1ccccc1	-8%	5%	-12%	-10%	-50%	-14%	-2%	0	685	1.6%
Cc1cc(C)nc(NS(=O)(=O)c2ccc(NC(=O)C3CC(=O)N(c4ccccc4)C3)cc2)n1 (stereo unspecified)	-16%	5%	-11%	14%	-5%	-3%	-1%	/	/	-2.2%
CCOC(=O)CC1COc2ccccc2N1C(=O)c1ccc(F)cc1 (stereo unspecified)	1%	7%	-8.2%	5%	5%	-3%	5%	-13	703	-0.5%
O=C(COc1ccccc1)Nc1nnc(COc2ccccc2)s1	-3%	/	/	/	3%	-5%	2%	36	615	/

Assay outcomes (PubChem BioAssay)
